Source: PubChem BioAssay
AmpC inh no detg – blocks E. coli AmpC beta-lactamase in detergent-free assay. P00811. Potency, µM (titrated, usually from 57.1 µM), for inactives: top-dose activity change, negative = inhibition, actives largely listed as inhibitors. AmpC nitrocefin hydrolysis, absorbance 480 nm, 0.0001% Triton. 330,000 compounds, 0.52% hits;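 also: potency is read from the fitted curve at half-maximal effect; plate controls were no compound for no effect and no enzyme for full effect; nearly all actives have a fitted effect of over 20% in size; some results filed as inactive show a strong effect at the top dose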
Target sequence (P00811 whole entry, looked up): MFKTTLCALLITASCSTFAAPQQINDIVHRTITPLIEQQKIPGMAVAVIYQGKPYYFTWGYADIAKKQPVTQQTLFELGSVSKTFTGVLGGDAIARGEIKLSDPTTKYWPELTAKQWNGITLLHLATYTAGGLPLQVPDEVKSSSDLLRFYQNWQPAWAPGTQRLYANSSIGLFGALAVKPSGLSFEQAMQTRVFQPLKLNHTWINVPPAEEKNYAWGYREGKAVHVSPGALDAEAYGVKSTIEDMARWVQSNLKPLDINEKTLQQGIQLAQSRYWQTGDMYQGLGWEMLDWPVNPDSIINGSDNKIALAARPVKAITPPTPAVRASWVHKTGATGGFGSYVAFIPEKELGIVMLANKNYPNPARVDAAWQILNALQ
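20 mM phosphate pH 7.0 + 0.01% (detergent screen) or 0.0001% Triton X-100; 5.3 nM AmpC reagent; cpd preinc 15 min RT; nitrocefin (800 uM stock) to start; A480 q20 s × 4 min; Activity was normalised to no-enzyme and no-compound control wells.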
HCMV antiviral – blocks human cytomegalovirus replication; activity change, negative = inhibition, % at 57.5 µM; 410,000 compounds, 4.5% hits; HFF cells, HCMV-luciferase reporter, 72 h; hits give low values; in the data active = activity change below about -60%; inconclusive = no clear call, values can overlap the other calls; inactive = above about -39%
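Inhibition of viral replication was scored as loss of reporter luminescence in HFFs infected with HCMV-luciferase (MOI 1 PFU/cell) for 72 h; compounds tested at 2 doses, normalized to buffer and Salinomycin controls.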
LmPK inhibitor – blocks Leishmania mexicana pyruvate kinase activity | Q27686 | purified LmPK, Kinase-Glo ATP luminescence, 1 h | Potency, µM (series often up to 57.5 µM), inactives show at the top dose activity change, negative = inhibition, usual class: inhibitors | 290,000 compounds, 0.37% hits | AID 1721; also: potency is read from the fitted curve at half-maximal effect
Target sequence (Q27686 whole entry, looked up): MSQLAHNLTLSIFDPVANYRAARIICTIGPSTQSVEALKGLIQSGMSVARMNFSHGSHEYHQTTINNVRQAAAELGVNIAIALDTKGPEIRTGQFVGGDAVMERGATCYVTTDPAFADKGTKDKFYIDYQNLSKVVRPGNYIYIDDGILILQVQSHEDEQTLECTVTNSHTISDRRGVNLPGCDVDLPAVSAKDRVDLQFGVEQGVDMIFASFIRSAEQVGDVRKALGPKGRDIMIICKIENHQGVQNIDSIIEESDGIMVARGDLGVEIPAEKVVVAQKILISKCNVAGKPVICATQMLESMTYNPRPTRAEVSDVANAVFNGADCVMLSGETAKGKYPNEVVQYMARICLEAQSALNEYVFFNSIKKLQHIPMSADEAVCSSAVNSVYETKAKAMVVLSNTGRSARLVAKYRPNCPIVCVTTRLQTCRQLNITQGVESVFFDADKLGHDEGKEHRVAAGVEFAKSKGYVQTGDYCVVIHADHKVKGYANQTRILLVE
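ATP generated from ADP (0.1 mM) and PEP (0.5 mM) by 0.1 nM LmPK over 1 h at room temperature (pH 7.2 imidazole buffer) was detected by coupled luciferase luminescence. Values were normalized to uninhibited and no-enzyme wells.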
TbPYK inhibitor – inhibitors of Trypanosoma brucei pyruvate kinase. AID 624173. Q57TT1. Potency, µM (titrated, usually from 76.8 µM), inactives show at the highest dose activity, negative = inhibition, hits mostly inhibitors. 410,000 compounds, 0.12% hits. TbPYK enzyme, Kinase-Glo Plus ATP luminescence, 45 min; also: potency is read from the fitted curve at half-maximal effect; nearly all actives have a fitted effect of over 50% in size
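Activity of T. brucei pyruvate kinase was followed by Kinase-Glo Plus luminescence after the enzyme reacted 45 min at room temperature with 130 uM ADP (final) and substrate. Test compounds were added before ADP at multiple concentrations.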
Sm TGR inh – blocks Schistosoma mansoni thioredoxin glutathione reductase. Q962Y6. purified TGR, DTNB reduction, TNB absorbance 405 nm. Potency, µM (series often up to 114 µM), for the others: top-dose activity change, negative = inhibition, usual class: inhibitors. 360,000 compounds, 3% hits; also: potency is read from the fitted curve at half-maximal effect; nearly all actives have a fitted effect of over 60% in size
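Kinetic colorimetric format: TGR-catalysed, NADPH-driven DTNB reduction monitored via TNB absorbance. Enzyme dispensed at 20 nM; compound exposure 15 min at room temperature before reaction start.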
AMA1-RON2 inh – AMA1-RON2 (P. falciparum) interaction inhibition; AID 720542; AlphaScreen AMA1-biotinylated RON2 peptide binding; 360,000 compounds, 0.2% hits; Potency, µM (top dose mostly 58.2 µM), without a hit: at the highest dose activity change, negative = inhibition, actives largely listed as inhibitors;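 also: potency is read from the fitted curve at half-maximal effect; 0% = vehicle wells and -100% = peptide control; nearly all actives have a fitted effect of over 45% in size; some results filed as inactive show a strong effect at the top dose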
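AMA1 (3D7) with his tag at 25 nM final met compounds first, then biotinylated RON2 peptide at 25 nM; detection used donor plus acceptor beads, 10 µg/mL apiece, read by AlphaScreen after 30 min at room temperature.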
AmpC inh detg – AmpC beta-lactamase inhibition with detergent present. AmpC hydrolysis of nitrocefin, absorbance 480 nm, 0.01% Triton. P00811. Potency, µM (highest dose often 114 µM), for the others: at the top dose activity change, negative = inhibition, most hits filed as inhibitors. 370,000 compounds, 0.041% hits;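 also: potency is read from the fitted curve at half-maximal effect; 0% = no-compound wells and -100% = no-enzyme wells; nearly all actives have a fitted effect of over 25% in size; some results filed as inactive show a strong effect at the top dose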
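AmpC (5.3 nM in the dispensed reagent) in 20 mM phosphate pH 7.0 with 0.01% (detergent screen) or 0.0001% Triton X-100 was preincubated with compounds for 15 min at room temperature. Nitrocefin was then added from an 800 uM solution, and hydrolysis was followed at 480 nm.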
Active calls of the source: *; ? = inconclusive; nt = not tested or not shown; [ ] = another dose, or the depositor's remark. Unless noted, calls follow the shape of the dose curve; as a rule, active = well fitted curve in the direction sought with a large enough effect; inconclusive = small, poorly fitted or top-dose-only effect, or another doubt; inactive = no such curve, though single readings can be large; an effect the other way counts as inactive or inconclusive. Unless noted, % is scaled to controls: 0 for no effect and ±100 for the full control effect. Compounds as they come, and some 7.4% of all compounds hit somewhere here.

The first 17 entries, to show the layout:
SMILES	AmpC inh no detg	HCMV antiviral	LmPK inhibitor	TbPYK inhibitor	Sm TGR inh	AMA1-RON2 inh	AmpC inh detg
CN1CCc2c(sc3c2C(=O)NC(c2ccc(OC(=O)c4ccc(C(C)(C)C)cc4)cc2)N3)C1 (stereo unspecified)	nt	-18	nt	-3%	0%	nt	3%
COc1ccc(/C=C/C2=NNC(=O)CC2)cc1	-15%	-1	2%	-3%	10%	-7%	5%
COc1ccc(/C=C/C(=O)c2c(C)cc(C)[nH]c2=O)c2ccccc12	24%	-100*	-1%	-5%	-9%	-6%	-12%
Cc1cc(C)n(-c2ccc(C(=O)OCC(=O)Nc3ccc([N+](=O)[O-])cc3)cc2)n1	1%	45	1%	12%	2%	-10%	-2%
O=c1[nH]c(Cc2ccccc2)nc2scc(-c3ccccc3)c12	-30%	-6	9%	1%	0%	18%	5%
Cc1ccc(Cl)cc1N1CCN(C(=O)c2cn(C)c3ccc(S(=O)(=O)N4CCC(C)CC4)cc3c2=O)CC1	nt	12	nt	-2%	4%	nt	2%
CCOC(=O)CC1C(=O)NCCN1C(=O)COc1ccc(Br)cc1C (stereo unspecified)	47%	-3	-2%	2%	-8%	17%	1%
Cc1cc(=O)oc2c3c(cc(OCC(=O)N[C@@H](C)C(=O)O)c12)OC(C)(C)CC3	-14%	16	1%	-5%	-20%	0%	4%
OC[C@H]1OC(O)C[C@@H](O)[C@@H]1O (stereo partly specified)	-7%	15	nt	6%	-5%	5%	?
COc1ccc(NCc2cc3ccc(OC)cc3n(CC(=O)Nc3cc(Cl)ccc3C)c2=O)cc1	nt	-8	nt	0%	0%	nt	3%
O=C(NC1CCCC1)c1cc(-c2cccs2)on1	-26%	54	-3%	2%	-4%	1%	-7%
CCCCNC(=O)CC(C(=O)N1CCc2ccccc21)n1ccnc1 (stereo unspecified)	0%	12	-7%	2%	3%	6%	?
CC(Sc1n[nH]c(=O)n1Cc1ccccc1)C(=O)NC1CCCCC1C (stereo unspecified)	-10%	-3	nt	2%	1%	20%	-12%
CCOC(=O)N1CCN(C(=O)CSC2=NS(=O)(=O)c3ccccc3N2)CC1	-31%	-11	nt	6%	1%	-6%	5%
COC(=O)c1c(C)[nH]c(C)c1-c1ccc(C)cc1	-17%	-16	1%	-4%	0%	-1%	-13%
Cc1c(NC(=O)CN2CCN(c3cccc(Cl)c3)CC2)c(=O)n(-c2ccccc2)n1C	54%	-2	-1%	-4%	1%	40%[activator]	5%
CC(C)Cc1nc(N2CCOCC2)c(C#N)c2c1CCC2	16%	-24	6%	1%	?	7%	-6%

The list itself, repeating the preview:
SMILES	AmpC inh no detg	HCMV antiviral	LmPK inhibitor	TbPYK inhibitor	Sm TGR inh	AMA1-RON2 inh	AmpC inh detg
CN1CCc2c(sc3c2C(=O)NC(c2ccc(OC(=O)c4ccc(C(C)(C)C)cc4)cc2)N3)C1 (stereo unspecified)	nt	-18	nt	-3%	0%	nt	3%
COc1ccc(/C=C/C2=NNC(=O)CC2)cc1	-15%	-1	2%	-3%	10%	-7%	5%
COc1ccc(/C=C/C(=O)c2c(C)cc(C)[nH]c2=O)c2ccccc12	24%	-100*	-1%	-5%	-9%	-6%	-12%
Cc1cc(C)n(-c2ccc(C(=O)OCC(=O)Nc3ccc([N+](=O)[O-])cc3)cc2)n1	1%	45	1%	12%	2%	-10%	-2%
O=c1[nH]c(Cc2ccccc2)nc2scc(-c3ccccc3)c12	-30%	-6	9%	1%	0%	18%	5%
Cc1ccc(Cl)cc1N1CCN(C(=O)c2cn(C)c3ccc(S(=O)(=O)N4CCC(C)CC4)cc3c2=O)CC1	nt	12	nt	-2%	4%	nt	2%
CCOC(=O)CC1C(=O)NCCN1C(=O)COc1ccc(Br)cc1C (stereo unspecified)	47%	-3	-2%	2%	-8%	17%	1%
Cc1cc(=O)oc2c3c(cc(OCC(=O)N[C@@H](C)C(=O)O)c12)OC(C)(C)CC3	-14%	16	1%	-5%	-20%	0%	4%
OC[C@H]1OC(O)C[C@@H](O)[C@@H]1O (stereo partly specified)	-7%	15	nt	6%	-5%	5%	?
COc1ccc(NCc2cc3ccc(OC)cc3n(CC(=O)Nc3cc(Cl)ccc3C)c2=O)cc1	nt	-8	nt	0%	0%	nt	3%
O=C(NC1CCCC1)c1cc(-c2cccs2)on1	-26%	54	-3%	2%	-4%	1%	-7%
CCCCNC(=O)CC(C(=O)N1CCc2ccccc21)n1ccnc1 (stereo unspecified)	0%	12	-7%	2%	3%	6%	?
CC(Sc1n[nH]c(=O)n1Cc1ccccc1)C(=O)NC1CCCCC1C (stereo unspecified)	-10%	-3	nt	2%	1%	20%	-12%
CCOC(=O)N1CCN(C(=O)CSC2=NS(=O)(=O)c3ccccc3N2)CC1	-31%	-11	nt	6%	1%	-6%	5%
COC(=O)c1c(C)[nH]c(C)c1-c1ccc(C)cc1	-17%	-16	1%	-4%	0%	-1%	-13%
Cc1c(NC(=O)CN2CCN(c3cccc(Cl)c3)CC2)c(=O)n(-c2ccccc2)n1C	54%	-2	-1%	-4%	1%	40%[activator]	5%
CC(C)Cc1nc(N2CCOCC2)c(C#N)c2c1CCC2	16%	-24	6%	1%	?	7%	-6%
COc1cccc(C(=O)Nc2c(C(=O)c3ccc(F)cc3)oc3ccccc23)c1	nt	-13	nt	4%	1%	nt	20%
CCOC(=O)CNC(c1ccccc1)c1cc(Br)ccc1NC(C)=O (stereo unspecified)	63%[activator]	-17	1%	7%	nt	-12%	-15%
COc1ccc(C2C3=C(CCCC3=O)Nc3nc(C(F)(F)F)nn32)cc1OC (stereo unspecified)	-17%	19	-1%	2%	9%	1%	0%
Cc1ccc(CSc2nc3[nH]ncc3c(=O)[nH]2)cc1	-28%	76	-3%	1%	6%	30%	0%
Nc1c(Cl)cc(-c2csc(N3CCCC3c3nc4cc(Cl)c(Cl)cc4n3CCOCCO)n2)cc1Cl (stereo unspecified)	-1%	-17	7%	0%	-2%	2%	-7%
CCc1nc2ccc(C(=O)Nc3ccc4c(c3)OCC(=O)N4)cn2c1N(C)C(=O)C1CCCCC1	nt	33	nt	0%	nt	-2%	nt
CCCCCCCCSc1nnc(CSc2nc3nc(C)cc(C)n3n2)o1	13%	7	1%	-1%	-5%	-6%	-3%
Cc1noc(NS(=O)(=O)c2ccc(NC(=O)c3ccc(Br)o3)cc2)c1C	-18%	-1	1%	1%	-1%	45%[activator]	1%
COc1ccccc1-c1sc2ccccc2c1C#Cc1ccc(N(C)C)cc1	-18%	-10	nt	0%	nt	40%[activator]	nt
Cc1csc(Sc2ccc(C(=O)OCC(=O)Nc3ccc(OC(F)(F)F)cc3)cc2[N+](=O)[O-])n1	-24%	-20	2%	3%	5%	-10%	-3%
NC(=O)CSc1nc2c(sc3ccccc32)c(=O)n1CCCN1CCOCC1	5%	44	-4%	-3%	2%	0%	-4%
Cc1ccc(NC(=O)COC(=O)Cc2ccc(Br)cc2)cc1S(=O)(=O)N1CCOCC1	-3%	-32	nt	5%	nt	-9%	nt
Cc1ccc(NC(=O)C2CCCN2C(=O)NC2CCCCC2)cc1C (stereo unspecified)	-27%	?	1%	2%	16%	-1%	8%
COc1cccc(NC(=O)C(=O)NCCC2CCCCN2S(=O)(=O)c2ccccc2)c1 (stereo unspecified)	-12%	48	nt	-2%	-11%	-6%	-4%
COc1ccc(N)cc1S(=O)(=O)Nc1ccccc1Cl	-1%	-16	6%	-9%	5%	1%	4%
COc1ccc(C(=O)N[C@H](C(=O)OCCCOC(=O)[C@@H](NC(=O)c2ccc(OC)cc2)C(C)C)C(C)C)cc1	nt	-13	nt	2%	nt	-11%	nt
Cc1ccc(C(=O)N[C@@H](C)CN2C3=NC[C@@H](Cc4ccccc4)N3C[C@H]2Cc2ccc(O)cc2)cc1Br	-1%	11	-2%	-17%	50µM*	-20%	6%
O=C(CSc1cccc2cccnc12)Nc1cccc(S(=O)(=O)N2CCOCC2)c1	-8%[11.4 µM]	-33	2%	3%	-25%	-3%	-14%
O=C(COC(=O)c1cccc(S(=O)(=O)N2CCCC2)c1)Nc1cccc(Br)c1	nt	7	nt	-3%	nt	-13%	nt
O=C(Nc1nc2ccc(C(=O)N3CCCCC3)cc2s1)C1CCCCC1	-19%	-5	-10%	0%	7%	-4%	6%
CC(C)CC(/C(O)=C(\C#N)c1nc2ccccc2[nH]1)N1C(=O)c2ccccc2C1=O (stereo unspecified)	-14%	-5	2%	-4%	3%	31%[activator]	10%
Cc1ccnn1CCC(=O)N1CCCC(CCC(=O)NCc2ccccc2F)C1 (stereo unspecified)	0%	-10	4%	-8%	-8%	-8%	-5%
CC(=O)c1cccc(NC(=O)c2ccc3nc(C(C)C)oc3c2)c1	nt	38	nt	4%	-5%	nt	0%

Reprinted from the part before: 2 compounds; new compounds follow.
SMILES	AmpC inh no detg	HCMV antiviral	LmPK inhibitor	TbPYK inhibitor	Sm TGR inh	AMA1-RON2 inh	AmpC inh detg
Cc1ccnn1CCC(=O)N1CCCC(CCC(=O)NCc2ccccc2F)C1 (stereo unspecified)	0%	-10	4%	-8%	-8%	-8%	-5%
CC(=O)c1cccc(NC(=O)c2ccc3nc(C(C)C)oc3c2)c1	nt	38	nt	4%	-5%	nt	0%
CCN1C(=O)N[C@H](c2ccccc2)C(C(C)=O)=C1C	nt	-5	-2%[11.5 µM]	2%	nt	-2%	nt
COc1ccc2c3c(c(=O)oc2c1)C1O[C@](CCCCN2C(=O)c4ccccc4C2=O)(Cc2cc(OC)c(OC)cc21)O3	-41%[11.4 µM]	nt	-2%[11.5 µM]	nt	?	nt	?
Clc1ccc(N2CCN(c3nc4nonc4nc3N3CCSCC3)CC2)nc1	-43%	-25	4%	-1%	9%	-16%	3%
O=C(N/N=C/C=C/c1cccc([N+](=O)[O-])c1)c1ccncc1	-21%	0	2%	2%	-1%	55%[activator]	-7%
O=C(CSc1ncn(-c2ccccc2)n1)N1CCN(c2ccccc2)CC1	34%	-8	4%	-8%	1%	-14%	-1%
CCOc1ccccc1OCCCC(=O)NNC(=O)c1cc(C)oc1C	-19%	-6	nt	1%	-8%	15%	-13%
